From PubChem BioAssay
N370S GC = N370S glucocerebrosidase modulation, Gaucher chaperone candidate | P04062 | N370S GC spleen homogenate, 4MU-glucoside fluorescence | Potency, µM (titrated, usually from 59.4 µM), inactives show top-dose activity change, negative = inhibition, most hits filed as inhibitors | 0.092% of 330,000 active | AID 2101;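 further: 0% = full enzyme activity and -100% = no enzyme basal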
DT40 TDP1 CPT = growth inhibition of DT40 Tdp1-/-;hTDP1 cells with camptothecin (screen for TDP1 inhibitors) | chicken DT40 Tdp1-/-;hTDP1 cells + 20 nM CPT, ATP luminescence, 48 h | Potency, µM (top dose mostly 46.2 µM), inactives show at the highest dose activity change, negative = growth inhibition, usual class: inhibitors | 12% of 420,000 active; further: nearly all actives have a fitted effect of over 55% in size
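Chicken DT40 Tdp1-/- cells complemented with human TDP1, 400 cells/well, exposed to compounds plus 20 nM camptothecin for at least 48 h at 37 C; viability read as ATP content by CellTiter-Glo luminescence.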
FEN1 inhibitor = human FEN1 inhibition; Recombinant FEN1 flap cleavage, fluorescence, 15 min; 0.35% of 390,000 active; Potency, µM (doses to about 114 µM), for the others: at the top dose activity change, negative = inhibition, hits mostly inhibitors; further: nearly all actives have a fitted effect of over 65% in size
Target sequence (P39748 whole entry, looked up): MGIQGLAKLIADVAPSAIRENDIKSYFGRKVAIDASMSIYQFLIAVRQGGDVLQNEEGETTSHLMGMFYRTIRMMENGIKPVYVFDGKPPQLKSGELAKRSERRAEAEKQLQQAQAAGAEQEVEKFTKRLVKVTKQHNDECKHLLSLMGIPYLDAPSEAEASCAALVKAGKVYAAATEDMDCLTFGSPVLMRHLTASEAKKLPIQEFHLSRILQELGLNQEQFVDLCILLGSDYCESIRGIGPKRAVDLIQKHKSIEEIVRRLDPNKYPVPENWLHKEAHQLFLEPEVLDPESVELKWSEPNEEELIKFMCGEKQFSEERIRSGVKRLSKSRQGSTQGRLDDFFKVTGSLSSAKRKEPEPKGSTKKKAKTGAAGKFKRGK
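Potency values derive from four-parameter Hill fits of normalized qHTS data. The reaction used 10 nM FEN1 preincubated 15 min at room temperature with compound, then 50 nM DNA substrate, read at 0 and 15 min.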
Active calls of the source: *; ? = inconclusive; / = not tested or not shown; & = joins results of further samples; [ ] = remark or other dose. The call rests on the fitted dose curve; in most records, active means well fitted curve in the direction sought with a large enough effect; inconclusive means small, poorly fitted or top-dose-only effect, or another doubt; inactive means no such curve, though single readings can be large; an effect the other way counts as inactive or inconclusive. Unless noted, on the % scale 0 is the no-effect control and ±100 the full control effect; potency means the concentration at half of the fitted maximal effect. The list is partial, so the mix of outcomes need not match the whole.

Every second line gives: N370S GC	DT40 TDP1 CPT	FEN1 inhibitor
N#Cc1cccc(NC(=O)COC(=O)c2cc(S(=O)(=O)Nc3ccccc3Cl)ccc2O)c1
  /	1.1%	2.2%
Cc1nn(Cc2ccccc2)c(C)c1NC(=O)c1cc(C(C)C)on1
  /	?	-14.0%
COc1ccccc1/C=C/C=N/n1c(-c2cc(-c3ccccc3)n[nH]2)n[nH]c1=S
  3.1%	-13.0%	1.9%
O=C(Nc1ccc(N2CCOCC2)cc1N1CCOCC1)c1ccc([N+](=O)[O-])cc1Cl
  -3.6%	-21.4%	6.0%
COc1ccc(Br)c(C(=O)N2CCN(S(=O)(=O)/C=C/c3ccccc3)CC2)c1
  -6.7%	-25.9%	1.5%
CCCNS(=O)(=O)c1ccc(OCC(=O)Nc2ccccc2F)cc1
  -4.8%	-13.9%	13.1%
COc1ccc(OC)c(C(=O)c2coc3ccc(O)cc23)c1
  14.8%	?	-21.5%
Cc1cccc(NNC(=S)Nc2c(C)cccc2C)c1
  0.9%	?	11.4%
NNC(=S)Nc1ccc(OC(F)(F)F)cc1
  7.7%	?	-11.0%
CN1CCN(CCOC2Cc3ccccc3Sc3ccc(Cl)cc32)CC1 (configuration not stated)
  ?	?	-5.1%
Cc1ncsc1C(=O)N1N=C2/C(=C/c3ccc(N4CCOCC4)cc3)CCCC2C1c1ccc(N2CCOCC2)cc1 (configuration not stated)
  15.4%	?	-1.2%
CCOc1ccccc1Oc1coc2cc(OC(=O)c3ccco3)ccc2c1=O
  0.0%	-27.0%	0.7%
O=S(=O)(Nc1ccc(Br)cc1)c1cccc(NC(=S)NCCN2CCOCC2)c1
  -23.6%	?	-4.7%
Cc1ccccc1CN1CCN(C(=O)c2ccc(S(=O)(=O)NCc3ccco3)cc2)CC1
  /	?	15.0%
CCc1ccc(CN(C)C(=O)c2ccc3c(c2)OCCO3)cc1
  0.2%	-8.8%	10.5%

(continued)
Every second line gives: N370S GC	DT40 TDP1 CPT	FEN1 inhibitor
COc1ccc(Cl)cc1NC(=O)NC(C)c1ccncc1 (configuration not stated)
  1.0%	6.6%	-1.8%
Cc1nnc(NC(=O)c2ccc(S(=O)(=O)N3CCc4ccccc4C3)cc2)o1
  -2.6%	?	-15.5%
CCOC(=O)c1cc(-c2ccccc2)n(CC(=O)Nc2ccc(OC)c(OC)c2)c1C
  16.6%	?	-7.0%
COCc1nc2oc3ccccc3c(=O)c2cc1C(=O)OC
  -2.6%	-2.2%	-9.1%
CCCc1nc(SCc2ccccn2)c2c(=O)n(C)c(=O)n(C)c2n1
  0.7%	?	-21.8%
CCS(=O)(=O)N1CCN(C(C)CCc2ccccc2)CC1 (configuration not stated)
  -4.2%	-0.7%	-3.2%
O=C(c1cc(-c2ccccc2)on1)N1CCCc2ccccc21
  0.5%	5.8%	5.4%
c1ccc2c(c1)CC/C2=N/Nc1nc2ccccc2[nH]1
  1.6%	?	0.6%
COc1ccc(CN2C(=O)[C@@H]3C(c4ccccc4Cl)=NO[C@@H]3C2=O)cc1
  1.5%	-2.8%	4.0%
O=C(Nc1cccc(-c2cnc3ccccc3n2)c1)c1ccc(Cl)cc1
  4.9%	-24.1%	-1.9%
CCOC(=O)c1c(-c2ccccc2)oc2ccc(N(C(C)=O)S(=O)(=O)c3ccc(C)cc3)cc12
  /	8.2µM*	-6.2%
CCCOC(=O)CCCC[C@H]1SC[C@@H](NC(=O)OC)[C@H]1NC(=O)OC
  -4.4%	-13.6%	1.9%
CCOC(=O)c1cn(CC(=O)Nc2ccc(OC)cc2OC)nn1
  4.1%	3.4%&0.6%	-9.4%&-3.5%
Oc1ccccc1N1CCN(c2ncccn2)CC1
  3.8%	-1.9%	5.4%
COCCn1c(SCC(=O)Nc2ccc3[nH]c(=O)[nH]c3c2)nc2ccccc21
  /	5.4%	0.3%

Random excerpt: 2 records from the list
Every second line gives: N370S GC	DT40 TDP1 CPT	FEN1 inhibitor
Cc1nnc(NC(=O)c2ccc(S(=O)(=O)N3CCc4ccccc4C3)cc2)o1
  -2.6%	?	-15.5%
COCc1nc2oc3ccccc3c(=O)c2cc1C(=O)OC
  -2.6%	-2.2%	-9.1%

(listing goes on)
Every second line gives: N370S GC	DT40 TDP1 CPT	FEN1 inhibitor
CCCOc1ccc(C(=O)NNC(=O)CCNC(=O)c2ccco2)cc1OC
  13.1%	4.1%	0.6%
CC1CCCN(C(=O)CCCNC(=O)c2ccc(Cl)cc2)C1 (configuration not stated)
  /	-11.1%	5.9%
CCN(CC(=O)NCc1ccc(Cl)cc1)C(=O)CSCC(=O)Nc1cccc(C)c1
  -10.9%	-1.7%	8.6%
COC(=O)c1c(-c2ccc(Cl)cc2)noc1N1CCN(c2cc(C)ccc2C)CC1
  /	14.6µM*	13.0%
COc1cccc(/C=C(\C#N)C(=O)NC2CCS(=O)(=O)C2)c1 (configuration not stated)
  1.8%	-23.8%	13.3%
O=C(NCC(c1cccs1)N1CCOCC1)C1CCN(S(=O)(=O)c2cc(Cl)ccc2Cl)CC1 (configuration not stated)
  /	-24.0%	-60.5%
COc1ccc(NC(=O)CSc2nnc(-c3nonc3NC(C)=O)n2C)cc1Cl
  /	?	15.0%
Cc1ccc(C2c3[nH]c4ccccc4c3CCN2C(=O)CSc2ccccc2)cc1 (configuration not stated)
  /	?	-19.2%
NNC(=O)c1nc(-c2cccc(-n3cccc3)c2)no1
  1.9%	?	1.0%
Cc1nc(CSc2ccc(Cl)cc2)cc(N2CCOCC2)n1
  4.3%	-12.7%	-0.3%
COc1ccc(-c2nn(-c3ccccc3)cc2/C=N/N2C(=O)CSC2=S)cc1
  5.9%	18.4µM*	6.0%
COCC(=O)Nc1ccc(C(N)=O)cc1
  -15.8%	-20.1%	2.9%
Cc1cccc(N2C(=O)C(Cl)=C(N3CCOCC3)C2=O)c1
  25.4%	-2.9%	9.3%
OCC[C@H]1C[C@@H](O)[C@H](O)[C@@]2(CCCCO2)O1
  /	2.6%	12.0%
CC(=O)c1c(C)nc(-c2ccc3c(c2)OCO3)n1O
  -2.3%	-5.7%	-4.2%

Copied from the listing for reference:
Every second line gives: N370S GC	DT40 TDP1 CPT	FEN1 inhibitor
CCCOc1ccc(C(=O)NNC(=O)CCNC(=O)c2ccco2)cc1OC
  13.1%	4.1%	0.6%
CC1CCCN(C(=O)CCCNC(=O)c2ccc(Cl)cc2)C1 (configuration not stated)
  /	-11.1%	5.9%
CCN(CC(=O)NCc1ccc(Cl)cc1)C(=O)CSCC(=O)Nc1cccc(C)c1
  -10.9%	-1.7%	8.6%
COC(=O)c1c(-c2ccc(Cl)cc2)noc1N1CCN(c2cc(C)ccc2C)CC1
  /	14.6µM*	13.0%
COc1cccc(/C=C(\C#N)C(=O)NC2CCS(=O)(=O)C2)c1 (configuration not stated)
  1.8%	-23.8%	13.3%

More compounds.
Every second line gives: N370S GC	DT40 TDP1 CPT	FEN1 inhibitor
CC1=CC(C)(C)NC(=S)N1c1cccc2ccccc12
  -11.8%	?	16.0%
Cc1ccc2c(c1)N(CC(=O)N1CCC(O)CC1)C(=O)CO2
  -7.3%	2.5%	-0.9%
O=C(NCc1cccnc1)c1cc(Cl)ccc1[N+](=O)[O-]
  2.0%	3.7%	2.6%
COc1ccc(N(C(=O)Cn2cnc3ccccc32)C(C(=O)NC2CCCCC2)c2ccccc2)cc1 (configuration not stated)
  3.5%	14.6µM*	-20.9%
O=C(C1CC1)N1CCN(c2nc3c(F)cc(F)cc3s2)CC1
  /	?	-15.7%
COCCN1CCN(c2c3c(nc4cc(-c5cccc(F)c5)nn24)CCC3)CC1
  0.9%	?	-1.3%
O=C1CCCC2=C1C(c1cccc(Br)c1)n1nc(-c3ccco3)nc1N2 (configuration not stated)
  /	?	-3.7%
COc1ccccc1NCC(=O)n1nc(C)cc1C
  0.2%	-9.6%	7.6%
CN(C)S(=O)(=O)c1ccc(NC(=O)COc2ncnc3sccc23)cc1
  -3.1%	-4.5%	-1.7%
O=C(c1cccc(N2CCCC2=O)c1)N1CCN(c2ccc(F)cc2)CC1
  8.5%	3.7%	2.5%
CC(C)c1nc2ccc(C(=O)NCCCN3CCN(c4ccccc4F)CC3)cc2o1
  /	?	10.1%
Cc1cc(C)cc(NC(=O)C2CCCN(S(=O)(=O)c3c(C)noc3C)C2)c1 (configuration not stated)
  -9.4%	?	-8.3%
CCOc1ccc(NC(=O)C2CCC(CNc3c(N4CCCCC4)c(=O)c3=O)CC2)cc1 (configuration not stated)
  -2.4%	?	-10.7%
COc1ccc(OCCSc2nc3nc(C)cc(C)n3n2)cc1
  -16.9%	-12.9%	-9.2%
COc1ccc(C(C(=O)NCc2ccccc2)N(Cc2ccco2)C(=O)c2cnccn2)cc1 (configuration not stated)
  0.6%	?	3.6%

Following part:
Every second line gives: N370S GC	DT40 TDP1 CPT	FEN1 inhibitor
Cc1ccc2c(c1)[C@H]1[C@H](CO2)[C@H](c2ccccc2)[C@]2(C)C(=O)NCC(=O)N12
  /	-8.4%	-3.5%
COc1cc(/C=C/C(=O)Nc2ccc(OC)c(S(=O)(=O)N3CCOCC3)c2)ccc1OC(F)F
  /	18.4µM*	-1.7%
Cc1ccc2c(c1)c(N=NC(N)=S)c(O)n2Cc1ccccc1
  -2.9%	4.11µM*	-3.4%
Cn1cc(C(=O)c2ccc(Cl)cc2Cl)cc1C(=O)N/N=C(\N)COc1ccc(Cl)cc1Cl
  -7.6%	?	-16.6%
CCn1cc(C(=O)NCCC(C)C)c(=O)c2cc(F)c(N3CCN(C)CC3)cc21
  -18.0%	?	9.7%
CC1=C(C)CC(C(=O)Nc2cccc(Cl)c2)C(C(=O)O)C1 (configuration not stated)
  -2.0%	?	45.1%[activator]
NS(=O)(=O)c1ccc(CCNC(=O)C2CCC(Cn3c(=S)[nH]c4ccccc4c3=O)CC2)cc1 (configuration not stated)
  -6.7%	-0.9%	-2.5%
Oc1ccc(-c2cc(-c3ccc(O)cc3)nc(-c3ccccc3)n2)cc1
  ?	?	-19.5%
O=C(Nc1cc(Cl)ccc1N1CCOCC1)c1ccncc1
  /	-14.7%	10.4%
CCN(C(=O)C1CCN(c2ncnc3c2nc2n3CCCCC2)CC1)c1cccc(Cl)c1
  /	?	-4.8%
O=S(=O)(Nc1ccc(F)cc1)c1ccc(NC(=S)Nc2ccccc2)cc1
  -13.2%	?	0.6%
COc1ccc(OC)c(-c2csc(NC(=O)c3ccc4c(c3)OCO4)n2)c1
  -13.0%	?	-8.4%
Cc1cc([N+](=O)[O-])nn1CC(=O)NC1CCCCC1
  0.5%	0.8%	-3.8%
CC1CCC(Nc2ncnc3onc(-c4ccc(Cl)cc4)c23)CC1 (configuration not stated)
  /	?	6.5%
COc1ccc(C(C)=O)cc1CSc1nc(NCc2ccccc2)c2ccccc2n1
  /	?	?

(listing goes on)
Every second line gives: N370S GC	DT40 TDP1 CPT	FEN1 inhibitor
CCOc1ccc(CCNC(=O)COC(=O)c2cccc(S(=O)(=O)N(C)C)c2)cc1OCC
  /	3.6%	-3.0%
O=C(COc1ccc2c(c1)oc(=O)c1ccccc12)N[C@@H](Cc1c[nH]c2ccccc12)C(=O)O
  -1.1%	-1.5%	-0.3%
CCc1nnc(NC(=O)CCC(=O)NC2CCCCCC2)s1
  -8.4%	2.8%	2.3%
COc1ccccc1CNC(=O)COC(=O)c1ccc(S(=O)(=O)N2CCCCC2)cc1
  /	2.9%	5.1%
CCc1cccc(NC(=O)CCS(=O)(=O)c2cc3c4c(c2)CCN4C(=O)CC3)c1
  /	-0.5%	-1.1%
O=C(/C=C/Nc1cccc(C(F)(F)F)c1)C(F)(F)F
  -17.2%	2.2%	-0.8%
CCC(C)NS(=O)(=O)c1ccc(OCC(=O)NCC2CCCO2)cc1 (configuration not stated)
  -0.7%	19.8%	-13.4%
C=C(C)CNC(=S)N1CCNC(=O)C1CC(=O)OC (configuration not stated)
  -3.9%	-23.8%	-1.5%
COc1ccc(NC(=O)COC(=O)c2ccc(OCc3c(C)noc3C)cc2)cc1OC
  -0.3%	-0.8%	-1.2%
COc1cc(/C=C/C(=O)Nc2cccnc2)cc(OC)c1OC
  -13.1%	-8.8%	-18.9%
Cc1cccc(N2CCN(C(=O)NC(C)c3ccc(F)c(F)c3)CC2)c1C (configuration not stated)
  -1.2%	?	10.8%
O=C(Cn1cnc2ccccc2c1=O)NNC(=O)c1ccccc1
  13.4%	18.1%	-5.2%
CC1CCc2c(sc(NC(=O)CSc3ncn[nH]3)c2C#N)C1 (configuration not stated)
  24.1%	?	-6.1%
C=C(Br)CN1[C@@H](Cc2ccccc2)[C@H](O)[C@@]23C=C[C@@H](C[C@@H]2S1(=O)=O)O3
  /	?	-11.9%
CCC(C)C(=O)Nc1ccc(OC)cc1[N+](=O)[O-] (configuration not stated)
  -0.7%	1.7%	-3.5%
COc1ccc(-n2cc(-c3ccccc3)c3c(NC4CCCCC4)ncnc32)cc1
  /	?	-11.8%
CC1CCCC(C)N1C(=O)CSc1nnc(COc2ccc(F)cc2)o1 (configuration not stated)
  -5.7%	?	1.7%
O=C(NC1CCCCCC1)c1cccc(S(=O)(=O)N2CCOCC2)c1
  /	6.7%	-7.4%
